Bioassay records deposited in PubChem BioAssay by The Scripps Research Institute Molecular Screening Center.
CHO-K1 Ca antag: M1 antagonist counterscreen hit in parental CHO-K1 cells. ATP-induced calcium, Fluo-8 fluorescence. inhibition, % at 3 µM. hit rate 0.6% among 360,000;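 active = inhibition above a per-plate cutoff, the plate's mean sample inhibition plus 3 SD, cut at about 24% in these data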;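 note: 0% = DMSO plus EC80 ATP and 100% = DMSO alone without ATP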
OXTR potentiate: human OXTR potentiation; P30559; activation, % at 3 µM; CHO-OTR cells, Fluo-8 calcium fluorescence, potentiator mode; 0% = oxytocin EC15, 100% = EC100; hit rate 0.061% among 320,000; AID 2445;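 active = activation above that plate's cutoff, the mean activation of tested compounds plus 3 SD, cut at about 6.6% in these data, passing the limit was not always enough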;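 note: 100% uses oxytocin at 75 nM as the full agonist control; some results filed as inactive read as strong as hits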
Target sequence (P30559 whole entry, looked up): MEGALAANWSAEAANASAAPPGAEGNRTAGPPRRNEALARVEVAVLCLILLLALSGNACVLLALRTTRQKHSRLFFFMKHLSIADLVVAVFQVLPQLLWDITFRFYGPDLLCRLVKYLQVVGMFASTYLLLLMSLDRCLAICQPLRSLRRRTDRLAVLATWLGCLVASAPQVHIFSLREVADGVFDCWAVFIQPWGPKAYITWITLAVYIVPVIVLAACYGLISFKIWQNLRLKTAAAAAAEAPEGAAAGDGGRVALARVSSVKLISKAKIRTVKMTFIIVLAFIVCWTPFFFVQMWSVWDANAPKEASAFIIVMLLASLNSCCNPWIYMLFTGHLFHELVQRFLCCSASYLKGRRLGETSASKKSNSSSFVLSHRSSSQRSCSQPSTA
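Dosing: Single dose, 3.0 µM nominal final compound concentration | Material: Human OTR in CHO cells | Technique: Kinetic Fluo-8 calcium fluorescence | Benchmarks: EC15 oxytocin alone as 0%, 75 nM oxytocin as 100% | Probe or stimulus: Oxytocin at about EC15, sub-maximal agonist stimulus | Incubation: Compound 6 min at room temperature before oxytocin, 100 s read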
CHO parental Ca: counter-screen: ATP calcium response change in parental CHO cells; parental CHO-K1, ATP-induced calcium, Fluo-8 fluorescence; inhibition, % at 5.6 µM; hit rate 0.63% among 330,000;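 active = inhibition above that plate's mean sample inhibition plus 3 SD, cut at about 26% in these data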;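 note: 0% = ATP-challenged DMSO wells and 100% = DMSO wells without ATP; some compounds past the cut are filed as inactive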
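Test system: untransfected parental CHO cell line. Compound: one dose, 5.6 µM nominal. Detection: intracellular calcium via Fluo-8 no-wash fluorescent dye. Measure: % inhibition. Benchmarks: ATP-challenged DMSO wells low, unchallenged DMSO wells high.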
CHO-K1 Ca ag: counter-screen for M1 agonists: effect in parental CHO-K1 cells; hit rate 0.48% among 360,000; activation, % at 3 µM; Fluo-8 calcium fluorescence; scaled to maximal ATP response, vehicle zero; AID 602248; in the data active = activation above about 15%;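 note: untransfected CHO-K1 host cells lacking M1 receptor as counterscreen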
M4 antag: antagonists of human muscarinic M4 receptor (CHRM4); CHO-hM4 cells, ACh EC80, Fluo-8 calcium fluorescence; inhibition, % at 3 µM; hit rate 0.73% among 360,000;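 active = inhibition above its plate's cutoff, the mean inhibition of sample wells plus 3 SD, cut at about 27% in these data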;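 note: 0% = acetylcholine EC80 with DMSO and 100% = DMSO without agonist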
Target sequence (P08173 whole entry, looked up): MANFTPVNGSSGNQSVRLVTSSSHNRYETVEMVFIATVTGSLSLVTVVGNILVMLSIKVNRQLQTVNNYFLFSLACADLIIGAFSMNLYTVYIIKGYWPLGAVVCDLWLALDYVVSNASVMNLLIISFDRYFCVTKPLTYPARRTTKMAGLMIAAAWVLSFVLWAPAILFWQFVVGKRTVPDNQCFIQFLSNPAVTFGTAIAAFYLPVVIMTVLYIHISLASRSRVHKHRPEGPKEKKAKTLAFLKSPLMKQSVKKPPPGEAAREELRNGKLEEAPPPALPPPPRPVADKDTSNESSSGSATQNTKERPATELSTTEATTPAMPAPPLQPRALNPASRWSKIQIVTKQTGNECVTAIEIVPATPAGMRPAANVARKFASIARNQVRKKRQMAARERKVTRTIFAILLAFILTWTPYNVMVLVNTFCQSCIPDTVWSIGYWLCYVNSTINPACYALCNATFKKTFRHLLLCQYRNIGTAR
CHRM4 agonist: CHRM4 agonism in calcium assay. activation, % at 3 µM. P08173. AID 624127. hit rate 0.14% among 360,000. CHO-K1 hM4/Gqi5, Fluo-8 calcium fluorescence; vehicle 0%, full acetylcholine response 100%;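 active = activation above the run mean over all test wells plus 3 SD, cut at about 32% in these data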;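 note: peak over basal fluorescence ratio per well then scaled between controls; 0% = DMSO wells and 100% = acetylcholine at EC100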
M1 antag: blocks human M1 muscarinic receptor; P11229; CHO-K1 hM1, Fluo-8 calcium fluorescence, ACh EC80 antagonist; inhibition, % at 3 µM; hit rate 1.3% among 360,000; AID 588852;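 active = percent inhibition above its own plate's cutoff, namely the mean of that plate's compound wells plus 3 SD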;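 note: peak over basal fluorescence ratio during 140 s after agonist addition; 0% = ACh EC80 plus DMSO and 100% = DMSO alone without agonist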
M1 PAM: positive allosteric modulators of human M1 muscarinic receptor | CHO-K1 hM1, Fluo-8 calcium fluorescence, ACh EC20; 0% = ACh EC20, 100% = maximal ACh | activation, % at 3 µM | hit rate 0.088% among 360,000 | AID 588819; in the data active = activation above about 19%, passing the limit was not always enough
M1 ag: agonists of human M1 muscarinic receptor. P11229. CHO-K1 hM1, Fluo-8 calcium fluorescence, agonist mode; 0% DMSO, 100% acetylcholine EC100. activation, % at 3 µM. hit rate 0.33% among 360,000. AID 588814;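 active = activation above the run's mean compound activation plus 3 SD, cut at about 16% in these data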;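 note: peak over basal fluorescence ratio within a 140 s kinetic read after compound addition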
The depositor's hits bear a star; . = not tested or not shown.

SMILES	CHO-K1 Ca antag	OXTR potentiate	CHO parental Ca	CHO-K1 Ca ag	M4 antag	CHRM4 agonist	M1 antag	M1 PAM	M1 ag
Cc1nnc(SCCC(=O)Nc2ccccc2Cl)o1	-5	-2	-1	0.5	2	0	-14	7	-2
CCn1nc(C)c(C2C(C#N)=C(N)Oc3n[nH]c(C)c32)c1C (stereo not drawn)	3	0	0	4.0	-2	10	0	-2	-3
NC(=O)CC(NC(=O)Cc1ccc(Br)cc1)c1ccc(NCCc2ccc(Cl)cc2)c([N+](=O)[O-])c1 (stereo not drawn)	9	.	.	-0.8	-4	-1	-12	9	-1
Cn1c(SCc2nc3ccccc3n2CCO)nc2ccccc21	-16	-10	-11	1.6	-5	2	-13	8	-3
Cc1ccc2nc(C)cc(SCC(=O)N/N=C/c3ccco3)c2c1	-6	-3	-26	0.9	-1	2	-8	17	-5
COCCn1c(C)cc(C(=O)COc2ncnc3ccc(Br)cc23)c1C	-13	-10	-28	-0.2	-8	4	7	1	-4
O=C1CN(C(=O)COC(=O)c2c(F)cccc2Cl)c2ccccc2N1	-14	-5	-1	0.5	-6	3	-9	5	0
NC(=O)c1ccccc1NC(=O)COC(=O)CSCc1cccc(Cl)c1	-7	-9	-6	6.4	-9	9	2	1	-1
COCCNC(=S)N/N=C(\C)c1ccc(-n2ccnc2)cc1	-16	1	-6	0.6	-1	1	-2	-1	-4
Clc1ccccc1Nc1nc(-c2ccncc2)nc2ccccc12	-9	-8	-31	-0.1	11	2	-6	1	-8
COc1ccc(C2NC(=O)c3sc4nc(C)c(C(C)=O)c(-c5ccc(Cl)cc5)c4c3N2)cc1 (stereo not drawn)	9	-6	-27	0.2	-5	0	6	-1	-4
O=C(Cc1c(Cl)cccc1Cl)Nc1ccncc1	-6	.	.	3.7	-2	2	-6	8	0
COc1cccc(C2CC(=O)Nc3cc(OC)c(OC)cc32)c1 (stereo not drawn)	-12	.	.	0.5	6	1	-1	3	-1
CCC(Oc1ccccc1OC)C(=O)Nc1ccc2c(c1)OCO2 (stereo not drawn)	-7	-7	-22	-0.5	-13	0	7	-5	-6
COC(=O)[C@H]1C[C@@H]1[C@H](NC(=O)c1ccccc1)c1ccccc1	-1	-9	-9	-0.5	-10	3	-15	9	-1
O=C(CC1C(=O)NCCN1Cc1cccc(F)c1F)NC1CCCCCC1 (stereo not drawn)	-14	-10	-23	1.2	-4	2	-6	1	-1
CCOC(=O)N1CCC(NC(=O)CN2C(=O)COc3ccc(C(C)(C)C)cc32)CC1	-6	-6	-15	0.3	9	-1	-2	-1	-4
CC(C)(C)OC(=O)n1cc(C(=O)c2ccccc2O)cn1	-16	-5	-6	0.2	10	2	-1	3	-2
CCOC(=O)c1c(S(=O)(=O)NCC(=O)N2CCN(c3ccccc3)CC2)c(C)n(C)c1C	-9	-7	-28	0.4	4	1	1	3	-3
Cc1cccnc1CNC(=O)C1CCC(=O)N(CCc2cccc(F)c2)C1 (stereo not drawn)	-1	1	-20	-0.1	2	1	-7	5	-2
CCOc1ccc(S(=O)(=O)N2CCC(C(=O)N3CCCCCC3)CC2)cc1C	-5	-5	-30	1.4	-8	4	-5	7	0
FC(F)(F)Oc1ccc(-c2cn3cccnc3n2)cc1	13	4	-23	-0.2	0	-1	13	-7	-3
CC(=O)N1CCc2cc(S(=O)(=O)CCC(=O)N3CCN(C(=O)c4ccco4)CC3)ccc21	-5	-6	-7	-0.1	9	1	-29	2	-1
COc1ccccc1C(CNc1ccc(S(=O)(=O)N2CCCC2)cc1[N+](=O)[O-])N(C)C (stereo not drawn)	-3	-3	-13	2.2	11	2	17	-12	-6
CCCc1n[nH]c(=O)c2c1nnn2Cc1ccccc1F	-6	-14	-13	3.0	2	1	-11	10	0

Quoted from the listing:
Result for Cc1cccnc1CNC(=O)C1CCC(=O)N(CCc2cccc(F)c2)C1 (stereo not drawn) under CHO-K1 Ca antag: -1
Result for CCOC(=O)N1CCC(NC(=O)CN2C(=O)COc3ccc(C(C)(C)C)cc32)CC1 under CHRM4 agonist: -1

Later entries.
SMILES	CHO-K1 Ca antag	OXTR potentiate	CHO parental Ca	CHO-K1 Ca ag	M4 antag	CHRM4 agonist	M1 antag	M1 PAM	M1 ag
C[C@H]1CN=C(Nc2ccccc2)N1CCCC1CCCC1	-16	-12	-20	0.5	8	3	2	-9	-11
CN1CCN(C2CN(Cc3ccccc3)S(=O)(=O)C2)CC1 (stereo not drawn)	11	.	.	6.1	-3	0	0	6	-11
Cc1c(C(=O)NN2CCOCC2)cccc1[N+](=O)[O-]	-7	-10	4	0.8	-1	0	-8	2	-3
Cc1cccc(N(C)S(=O)(=O)c2ccc3c(c2)NC(=O)CC(=O)N3)c1	-15	-20	6	0.6	4	2	-3	6	-3
O=C(COC(=O)c1cc(Cl)ccc1[N+](=O)[O-])NCc1ccc(Cl)cc1Cl	-5	-9	-22	0.6	-9	-2	-3	1	-8
COc1ccc(-c2csc(/C(C#N)=C(\O)CSc3nccn3C)n2)cc1OC	-3	-10	-12	1.6	-1	3	-5	6	-2
N#CCCN(C(=O)CSc1n[nH]c(=O)[nH]c1=O)c1ccccc1	-5	-3	5	0.5	5	1	-6	2	-2
COC(=O)c1sccc1NC(=O)C1CC2CCC1C2 (stereo not drawn)	-5	-2	-16	0.4	16	-3	-1	3	-1
CNS(=O)(=O)c1cc(C(=O)NCc2ccco2)ccc1Cl	5	4	-11	0.5	5	0	-6	2	-3
CC(NC(=S)Nc1cccc(F)c1)C(c1cccs1)N1CCOCC1 (stereo not drawn)	-6	0	-19	2.5	-5	2	-6	3	-2
Cc1cc(O)c(-c2n[nH]c3c2C(c2cccc(O)c2)N(Cc2cccnc2)C3=O)cc1Cl (stereo not drawn)	-1	-1	-3	-0.3	13	-2	7	-1	-5
Cc1ccc2oc(C(=O)N(Cc3ccc(N(C)C)cc3)C3CCS(=O)(=O)C3)c(C)c2c1 (stereo not drawn)	1	-1	-16	1.4	-2	3	8	1	-1
Cc1ccc(NS(=O)(=O)c2ccc(-n3cccn3)cc2)cc1C	-11	-14	9	8.2	-3	10	28*	-17	-1
Cc1cc(C)n(-c2ncccc2[N+](=O)[O-])n1	-5	4	-7	3.4	-11	12	1	-1	-1
CCCCC(O)(CCN1CCOCC1)c1ccc(Cl)cc1 (stereo not drawn)	-10	1	-17	-0.1	68*	0	87*	-21	-8
O=[N+]([O-])c1ccccc1/C=C/CN1CCN(Cc2ccc3c(c2)OCO3)CC1	1	-4	-10	-0.3	-3	0	-9	10	-8
COc1cccc(CNC(=O)COC(=O)c2cc(Br)c(Br)s2)c1	0	-8	-6	13	10	16	10	-6	1
CCN(CC)S(=O)(=O)c1cccc(C(=O)NC2=NCCS2)c1	-4	5	-10	1.5	-8	1	-3	9	1
CCN(CC)c1ccc(/C=N/N=C(c2ccccc2)c2ccccc2)c(O)c1	-5	-9	-26	0.5	8	-1	7	-6	-9
OCCNc1nc(-c2ccccc2)c2ccccc2n1	5	-5	-11	0.1	-2	3	-9	11	-2
O=C1c2cccc(OCC(=O)N3CCCc4ccccc43)c2CCN1Cc1ccc(F)cc1	6	-7	-14	7.4	7	16	17	-16	-6
Fc1ccccc1NC(=S)NCCc1ccc(Cl)cc1	1	.	.	0.3	-10	7	0	-4	1
CCOc1ccc(C(=O)NCC(=O)Nc2ccc(N3CCOCC3)cc2)cc1OCC	-13	-18	-6	-0.2	6	0	-3	1	0
O=C(O)/C=C/C(=O)NCc1csc2ccccc12	-9	6	-11	0.2	-15	1	-4	2	-2
COc1cc(C(=O)NCc2ccc3[nH]c(C)cc3c2)cc(OC)c1OC	-8	-16	-1	-0.2	-9	2	-8	6	-4

Further records:
SMILES	CHO-K1 Ca antag	OXTR potentiate	CHO parental Ca	CHO-K1 Ca ag	M4 antag	CHRM4 agonist	M1 antag	M1 PAM	M1 ag
COC(=O)CSc1n[nH]c(=S)s1	1	-9	5	0.1	-8	0	0	6	-4
c1ccc(-c2nc(NCc3ccco3)c3oc4ccccc4c3n2)cc1	-21	-8	-35	0.8	3	1	-8	-1	-7
CN(C)CCNC(C(=O)Nc1cc(Cl)cc(Cl)c1)c1ccccc1 (stereo not drawn)	-27	-18	-27	4.4	10	5	26	-23	-7
C=CCNC(=O)CSc1n[nH]c(-c2cc(Cl)ccc2OC)n1	-5	0	-10	1.0	6	2	-15	10	-4
CCOc1ccc(N(C(C)=O)c2nc(C)cc(C)c2C#N)cc1	-4	-9	-5	1.3	0	1	-20	1	-1
N#CCC(=O)Nc1nc(-c2ccc3c(c2)OCCO3)cs1	-11	-16	-5	0.4	0	0	-5	10	-7
CCOc1ccc(C(CC(=O)O)NC(=O)COc2ccccc2)cc1 (stereo not drawn)	11	-13	8	-0.1	3	0	9	-2	-3
N#CCCN(C(=O)COC(=O)CSc1ccc(Cl)cc1)c1ccccc1	-14	-10	1	1.5	3	2	0	-2	-5
O=C1CCC2c3ccc4ccccc4c3CCN12 (stereo not drawn)	-8	-15	4	1.3	7	0	-4	6	-4
COc1ccccc1-c1nnc(NC(=O)c2ccc3c(c2)OCO3)s1	-12	-6	-3	0.2	0	0	12	-11	-5
CC(C)[C@@H](CO)NS(=O)(=O)c1ccc(Br)cc1F	-6	.	-2	0.7	3	1	-8	6	-4
CC(=O)NCCn1c(SCC(=O)Nc2ccc(C)cc2)nc2ccccc2c1=O	-2	-5	-3	1.0	3	2	19	-1	-3
CCC(C(=O)NCc1ccccc1OC)n1nc(C)n2c(cc3occc32)c1=O (stereo not drawn)	-6	-11	-24	-0.4	-6	-1	-6	7	-4
COC(=O)c1ccccc1CC1SC(N)=NC1=O (stereo not drawn)	-12	-5	9	1.1	6	1	9	-3	-3
CSC(=Nc1ccc(Cl)cc1)N[n+]1ccccc1	-2	-4	-1	3.2	13	1	-3	-1	13
Cc1ccc2nc(C)cc(C(=O)N3CCCC(N4CCN(c5ccccc5C)CC4)C3)c2c1 (stereo not drawn)	4	-2	-18	-0.1	9	1	-3	3	-4
Cc1nc2ccc(Cl)cc2c(-c2ccccc2Cl)c1CC(=O)O	11	-2	-9	0.5	-2	1	-4	6	-2
CC(C)(C)NC(=O)CSCc1ccc(Br)cc1	-14	-19	9	0.3	-13	0	-7	1	-7
COCCC(=O)N1CCC(Oc2ccc(C(=O)NC3Cc4ccccc4C3)cc2)CC1	2	-12	-11	1.6	-3	2	2	4	-3
CN(C)CC1CCCCC1OC(=O)c1ccc(Cl)cc1 (stereo not drawn)	3	-2	-5	0.5	11	3	11	-4	-8
COc1ccc2nc3ccccc3[n+]([O-])c2c1	-10	.	.	4.4	-5	17	-1	1	0

Laid out differently: entries from further up
canonical_smiles,CHO-K1 Ca antag,OXTR potentiate,CHO parental Ca,CHO-K1 Ca ag,M4 antag,CHRM4 agonist,M1 antag,M1 PAM,M1 ag
OCCNc1nc(-c2ccccc2)c2ccccc2n1,5,-5,-11,0.1,-2,3,-9,11,-2
O=C1c2cccc(OCC(=O)N3CCCc4ccccc43)c2CCN1Cc1ccc(F)cc1,6,-7,-14,7.4,7,16,17,-16,-6
Fc1ccccc1NC(=S)NCCc1ccc(Cl)cc1,1,.,.,0.3,-10,7,0,-4,1
CCOc1ccc(C(=O)NCC(=O)Nc2ccc(N3CCOCC3)cc2)cc1OCC,-13,-18,-6,-0.2,6,0,-3,1,0
